TLR9-MyD88 inh – inhibitors of human TLR9-MyD88 binding; AID 504734; inhibition, % at 4.98 µM; Q9NR96+Q99836; 0.21% of 340,000 active; CHO BLA complementation TLR9-MyD88, CCF4 FRET ratio;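 active = inhibition above the mean over all tested compounds plus 3 SD, cut at about 21% in these data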;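 also: 0% = DMSO only wells and 100% = clavulanate BLA inhibitor control wells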
m5-HT2A agonist – activates the mouse 5-HT2A serotonin receptor. 0.66% of 360,000 active. activation, % at 7.6 µM. CHO-K1 mHTR2A beta-arrestin complementation, luminescence; percent of 30 µM serotonin response;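 active = activation above a run cutoff, the mean activation of all tested compounds plus 3 SD, cut at about 14% in these data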;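 also: 0% = plate median of compound wells and 100% = 30 µM serotonin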
Cardio protect – modulators protecting cardiomyocytes from myocardial damage; H9c2 cardiomyocytes, H2O2 injury protection, ATPLite, 2 h; protection from H2O2 cell death, % at 20 µM; 0.63% of 360,000 active; AID 588492;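 active = compounds giving at least 50% protection of heart cells from peroxide-induced death in the single-dose screen, raw or plate-pattern-corrected value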;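 also: 0% = DMSO wells with peroxide and 100% = DMSO wells without peroxide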
ABCB6 inh 2 – human ABCB6 transporter inhibition; Q9NP58; K562-ABCB6 porphyrin accumulation, flow cytometry, 1 h; stronger effect = lower value; AID 602162; 0.19% of 360,000 active; fluorescence ratio to DMSO, % at 10 µM;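 active = fluorescence ratio to DMSO below 75%, the collection mean minus 3 SD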;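 also: signal is porphyrin accumulated inside mitochondria; 100% equals median channel fluorescence of DMSO control wells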
MC4R ag barr – activates human MC4R beta-arrestin recruitment. P32245. U2OS MC4R beta-arrestin complementation, luminescence; percent of melanotan II response, DMSO zero. activation, % at 8.9 µM. 0.98% of 360,000 active;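 active = activation above a per-plate cutoff, the mean activation of sample wells on that plate plus 3 SD, cut at about 8% in these data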
SRC2 inh – inhibits human steroid receptor coactivator 2 | HEK293 GAL4-SRC2 luciferase reporter, luminescence | 0.17% of 370,000 active | Q15596 | inhibition, % at 9 µM | AID 651957;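 active = inhibition above the mean inhibition of all tested compounds plus 3 SD, set per campaign, cut at about 52% in these data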;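 also: 0% = DMSO treated cells and 100% = cells given Gossypol at 36 µM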
ABHD5 PLIN5 PPI – ABHD5-PLIN5 protein interaction inhibition | Split G. princeps luciferase complementation, luminescence, 4 h | 0.78% of 360,000 active | inhibition, % at 4 µM;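 active = inhibition above the mean inhibition across every tested compound plus 3 SD, cut at about 22% in these data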;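 also: 0% = DMSO only wells and the 100% control is not disclosed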
Target sequence (Q00G26 whole entry, looked up): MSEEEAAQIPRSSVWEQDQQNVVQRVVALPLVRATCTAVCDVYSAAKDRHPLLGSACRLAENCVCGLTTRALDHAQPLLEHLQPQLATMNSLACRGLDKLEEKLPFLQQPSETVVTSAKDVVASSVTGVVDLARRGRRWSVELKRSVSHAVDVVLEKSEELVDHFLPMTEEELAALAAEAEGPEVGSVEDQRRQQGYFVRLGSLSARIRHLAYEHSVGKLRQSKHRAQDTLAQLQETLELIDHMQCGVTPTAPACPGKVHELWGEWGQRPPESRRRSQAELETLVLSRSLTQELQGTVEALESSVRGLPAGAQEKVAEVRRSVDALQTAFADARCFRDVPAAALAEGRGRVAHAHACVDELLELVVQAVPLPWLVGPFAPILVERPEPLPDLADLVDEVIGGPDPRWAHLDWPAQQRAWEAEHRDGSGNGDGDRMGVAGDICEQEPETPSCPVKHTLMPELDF
Target sequence (Q8WTS1 whole entry, looked up): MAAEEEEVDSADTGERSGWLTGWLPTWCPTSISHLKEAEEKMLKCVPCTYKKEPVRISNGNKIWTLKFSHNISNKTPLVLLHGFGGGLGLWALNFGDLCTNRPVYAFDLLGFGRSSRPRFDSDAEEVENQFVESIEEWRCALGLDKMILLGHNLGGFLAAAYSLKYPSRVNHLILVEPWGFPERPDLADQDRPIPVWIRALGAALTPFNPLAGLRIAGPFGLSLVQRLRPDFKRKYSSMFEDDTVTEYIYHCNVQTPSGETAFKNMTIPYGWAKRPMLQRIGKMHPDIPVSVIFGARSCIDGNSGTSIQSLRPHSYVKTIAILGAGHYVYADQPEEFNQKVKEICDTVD
MC4R antagonist – human MC4R antagonism in cAMP assay; P32245; MC4R-expressing cells, MTII-stimulated cAMP, LANCE TR-FRET; inhibition, % at 6.5 µM; 0.48% of 360,000 active; AID 540295;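 active = inhibition above its plate's cutoff, the mean of tested wells on that plate plus 3 SD, cut at about 29% in these data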;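 also: 0% = Melanotan II alone and 100% = Melanotan II plus saturating MCL0020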
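Material – human MC4R-expressing U2OS cells · Repeats – no replicates · Detection – TR-FRET with Eu-cAMP and labeled anti-cAMP, 671 nm · Times – compound 30 min, challenge 1 h, detection 1 h · Compound – single nominal compound dose of 6.5 µM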
NOD2 RIPK2 PPI – NOD2-RIPK2 protein interaction inhibition; O43353; CHO BLA complementation NOD2-RIPK2, CCF4 ratio; inhibition, % at 4.98 µM; 0.38% of 360,000 active; AID 624267; in the data active = inhibition above about 21%;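 also: 0% = vehicle only and 100% = reference blocker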
Glyco luc inh – blocks N-linked glycosylation in D54 reporter cells; reporter increase, % at 12.5 µM; D54 ERlucT glycosylation luciferase reporter, 24 h; percent of 100 nM tunicamycin response; 0.23% of 360,000 active;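 active = mean luciferase reporter signal, scaled so untreated is 0 and the glycosylation-blocking control 100, at or above a set limit in every replicate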;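 also: luciferase carries N-glycosylation sites so blocking glycosylation raises the light; 0% = median of neutral control wells and 100% = median of 100 nM tunicamycin wells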
Starred values were filed as active, the others as inactive; · = no result given.

SMILES	TLR9-MyD88 inh	m5-HT2A agonist	Cardio protect	ABCB6 inh 2	MC4R ag barr	SRC2 inh	ABHD5 PLIN5 PPI	MC4R antagonist	NOD2 RIPK2 PPI	Glyco luc inh
CC(C)(C)OC(=O)NCCc1nnc(S(=O)(=O)Cc2ccc(Cl)cc2Cl)o1	-5	-1	-24	105	-1.5	7	26*	31*	2	2
Cc1ccc2cc(CN(CCN(C)C)C(=O)Nc3ccc(Cl)cc3)c(=O)[nH]c2c1	-4	-7	-18	101	-0.4	-15	9	7	10	1
S=C1NC[C@H](CC2CCCCC2)N1CCCCC1CCCCC1	-11	1	-13	90	0.5	-13	-1	8	-8	-4
Fc1c(F)c(F)c(NC2=NCCCCC2)c(F)c1F	-9	1	2	97	-1.3	12	0	-2	-1	-1
O=C(CCNC(=O)c1ccc(Br)cc1)Nc1ccccc1N1CCCCC1	-4	3	-1	94	0.8	-1	1	5	1	3
CN(C(=O)Cn1nc(C(=O)O)c2ccccc2c1=O)C1CCCCC1	-1	1	14	97	-0.3	-18	4	-7	1	2
Cc1ccccc1NC(=O)/C(C#N)=C/c1ccccc1C(F)(F)F	3	-1	-1	101	-1.5	-27	-2	14	2	3
COc1ccccc1CN1CC(C(=O)NCc2ccc(N3CCCC3=O)cc2)CCC1=O (centres undefined)	4	-2	-2	104	-0.1	-18	-7	2	4	2
Cc1ccc(C(=O)NCCc2nnc3ccc(N4CCCC4)nn23)cc1	-1	-2	5	98	2.4	19	-3	6	-5	1
O=C(COc1ccccc1Cc1ccccc1)Nc1cccc(S(=O)(=O)N2CCOCC2)c1	5	8	-8	92	-0.7	7	-3	-5	-13	-3
CCOC(=O)COc1ccc(/C=C2/SC(=Nc3ccccc3)N(Cc3cccnc3)C2=O)cc1OC	6	4	-30	100	0.5	20	-7	20	-4	9
Cc1nc(NC(=O)CN2CCN(c3cccc(Cl)c3)CC2)sc1C(=O)N(C)C	-2	0	-5	96	-0.6	-3	11	12	4	0
O=S(=O)(CC(CN1CCCCC1)N1CCCCC1)c1ccc2ccccc2c1 (centres undefined)	-10	-3	2	97	-0.4	33	14	21	2	-11
C=CCNC(=S)N/N=C(\C)c1cc(OC)c(OC)c(OC)c1	5	-2	2	94	-1.6	5	1	2	-8	12
COc1cccc(CNS(=O)(=O)c2cc3c(cc2C)NC(=O)CO3)c1	-1	-5	-1	98	0.2	-20	-11	3	-14	3
CCn1c(=O)cc(O)c2c(=O)n(C)c(=O)n(C)c21	5	-2	5	94	-0.8	17	-1	2	1	1
Cc1nnc(Nc2ccc(O)cc2)[nH]c1=O	9	5	8	98	0.3	-4	-2	22	-5	2
Cc1ccc(S(=O)(=O)CC(=O)Nc2ccc3nc(C)sc3c2)cc1	1	-6	10	102	-3.5	16	-2	12	6	3
COc1cc(/C=N/NC(=O)CNC(=O)c2ccc3c(c2)OCCO3)ccc1O	0	-1	0	96	-1.5	1	2	7	-3	3
CCN(CC)c1ccc(C(=O)OCC(=O)Nc2ccccc2-c2ccccc2)cc1	2	3	-13	91	0.1	28	-8	17	-7	-7
O=C1C=C(N2CCN(C(=O)c3ccccc3)CC2)C2(CCCCC2)O1	-3	-6	-2	97	-1.3	0	-10	0	-2	1
Fc1ccc(NC(=S)N2CCN(c3ncccn3)CC2)cc1	-5	3	-4	104	-1.0	8	0	8	1	-3
CC(C)(O)C#Cc1ccc(N2C(c3ccsc3)=Cc3ccc(F)cc3C2c2c[nH]c3ccccc23)cc1 (centres undefined)	·	4	·	110	·	-5	-5	·	-2	·
O=C(CSc1nnc(-c2ccc(Br)cc2)n1C1CCCCC1)N1CCCC1	0	-4	8	96	-2.5	2	1	1	-3	-1
Cc1nc(C)c(Oc2cccc(C(F)(F)F)c2)c(=O)[nH]1	7	3	-2	98	-1.8	3	-3	7	-9	3
SMILES	TLR9-MyD88 inh	m5-HT2A agonist	Cardio protect	ABCB6 inh 2	MC4R ag barr	SRC2 inh	ABHD5 PLIN5 PPI	MC4R antagonist	NOD2 RIPK2 PPI	Glyco luc inh
O=C(Nc1cc(=O)[nH]c(=O)[nH]1)c1cccc(Br)c1	10	1	4	97	-0.7	-9	-5	-19	-8	16
O=C(CSc1ccc(Cl)cc1)N1N=CCC1c1ccccc1 (centres undefined)	-12	-4	-2	98	0.1	19	-1	16	14	-3
O=C(Nc1ccccc1)/C(=C/c1ccccc1)c1ccccc1	-13	-1	-3	88	1.2	-4	-3	12	1	-2
COc1ccc(/C=C/C(=O)OCCCN(C)C)cc1	-11	-2	0	101	-3.3	-8	1	-3	1	-2
Cc1ccc(-c2c(NCCc3ccccc3)c(=O)c2=O)cc1	-9	-5	-4	95	3.7	-10	-7	6	-8	-1
Cc1cccc(OCC(=O)N2CCN(S(C)(=O)=O)CC2)c1	-5	-1	-3	106	-0.6	0	-2	6	2	0
O=[N+]([O-])c1ccc(C2OCCO2)cc1CS(=O)(=O)c1ccccc1	4	-6	3	101	-2.7	-22	-4	2	-4	0
CC(C)[C@H](NC(=O)c1ccc(Cl)c([N+](=O)[O-])c1)C(=O)NCc1ccc(F)cc1	-1	-1	0	98	-1.8	11	-2	26	-5	-2
O=C(Nc1ccc(S(=O)(=O)N2CCN(Cc3ccccc3)CC2)cc1)c1cnccn1	-2	2	-20	94	0.3	9	-3	2	4	-3
Cn1c(=O)n(C)c2cc(NC(=O)c3ccc(F)cc3)ccc21	2	-2	-1	100	0.8	-22	10	4	0	13
FC(F)(F)c1ccc(Oc2ccc3ccccc3c2Br)nc1	4	0	-5	100	3.9	2	-6	21	2	-6
COCC1CCN(C(=O)CC2C(=O)NCCN2Cc2cccc(Oc3ccccc3)c2)CC1 (centres undefined)	3	1	4	88	-3.6	11	-5	17	-7	-2
CCOC(=O)C1C(C(=O)OC)=C(C2=CCCCC2)c2ccccc2N1S(=O)(=O)C(F)(F)F (centres undefined)	-10	0	8	92	-0.6	-6	-6	4	3	0
O=C(COC(=O)c1ccc(Br)o1)Nc1cccc(S(=O)(=O)N2CCCCC2)c1	-9	1	-14	95	-1.6	-15	0	13	-3	0
O=C(c1cccs1)N1C[C@@H](n2cc(-c3ccc(F)cc3)nn2)[C@H](O)C[C@@H]1c1ccc(Cl)cc1	-16	-2	-13	99	-0.5	5	-7	17	-11	5
O=C(Nc1ncccn1)c1cc(-c2ccc(F)cc2)nc2ccccc12	1	1	7	99	0.0	-23	5	2	-2	0
COc1ccc(Br)cc1C(=O)NC(=S)Nc1ccc(CN2CCOCC2)cc1	-1	2	6	99	-0.7	-29	6	5	4	-3
COc1ccc(N(CC(=O)NCc2ccc(C)cc2)S(=O)(=O)c2c(C)nn(C)c2C)cc1	-8	3	4	102	-3.3	8	7	13	-6	1
COCCCNc1ccn2nc(-c3cc(OC)c(OC)c(OC)c3)cc2n1	·	1	6	97	-1.6	-2	-3	0	-61	14
CC12CCC(=O)N1C(C(=O)Nc1ccc(Br)cc1Cl)CS2 (centres undefined)	4	-2	1	100	-1.7	-2	-6	1	-3	2
Cc1cc(C)n(-c2cc(N3CCN(S(=O)(=O)c4ccc(C)c(C)c4)CC3)ccc2[N+](=O)[O-])n1	7	-2	-1	117	-1.2	6	-3	8	3	2
CCOC(=O)c1c(NC(=O)Cn2nc(C(=O)O)c3ccccc3c2=O)sc(C)c1C	0	1	14	99	9.0*	17	0	-2	-10	7
CCCCc1cc(=O)oc2cc(C)cc(OCC(=O)NCc3ccccn3)c12	-13	-2	5	89	-1.7	-9	2	15	-7	-1
CC(=O)NC(c1ccccc1)c1nc(-c2cccc(F)c2)cs1 (centres undefined)	·	-5	-1	91	0.5	-14	0	13	8	0
Cc1ccc(-c2nc(C)sc2CC(=O)OCC(=O)Nc2c(F)cccc2F)cc1	-1	0	14	101	-1.3	-5	-5	-7	4	0
SMILES	TLR9-MyD88 inh	m5-HT2A agonist	Cardio protect	ABCB6 inh 2	MC4R ag barr	SRC2 inh	ABHD5 PLIN5 PPI	MC4R antagonist	NOD2 RIPK2 PPI	Glyco luc inh
Cc1ccc(-c2cc(C(=O)Nc3ccc(S(=O)(=O)Nc4onc(C)c4C)cc3)[nH]n2)c(O)c1	-6	2	0	96	-1.4	-3	4	17	0	-1
CSc1ccc(CN2C(=O)C(F)(F)Oc3c(C(C)=O)cccc32)cc1	·	0	-8	74*	0.3	·	6	5	-4	-4
Cc1ccc(C(=O)N2c3ccccc3OCC2C)cc1 (centres undefined)	0	-2	-7	88	1.4	-9	-9	1	-1	-2
CC(C)c1ccc(NC2CCCN(C(=O)c3ccc(Cn4cnnn4)cc3)C2)cc1 (centres undefined)	-6	3	-6	94	-3.4	-3	-3	0	1	2
COc1cc(OC)cc(-c2cc3nc(C)c(CCC(=O)Nc4nc(C)cs4)c(C)n3n2)c1	0	5	64*	90	1.5	12	2	27	-5	3
O=C(OCC(=O)N1CCc2ccccc21)c1ccc[nH]c1=O	-6	3	1	87	3.8	-29	17	-7	3	1
O=S(=O)(c1cccs1)N1CCN(CCOc2ccccc2)CC1	2	1	-1	91	-0.4	-1	6	12	-5	-4
Cc1[nH]c(=O)c(C#N)cc1-c1ccccc1	9	-5	15	92	-3.2	-29	-3	-3	-2	1
CC1CCCCC1NC(=O)C1CCN(S(=O)(=O)N2CCOCC2)CC1 (centres undefined)	-6	2	0	100	-1.5	-6	-6	0	8	2
Cc1nnc(SCC(=O)Nc2cccc(C(F)(F)F)c2)[nH]c1=O	-2	3	7	99	-0.9	4	-3	15	5	0
CCCCn1nnnc1C1(C)CCC(=O)N1Cc1cccs1 (centres undefined)	·	3	·	103	·	-31	11	·	-6	·
CCCCN(CC)C(=O)CN1C(=O)c2ccccc2C1=O	1	0	1	113	-0.5	-9	3	18	-5	1
CC(C)Oc1ccc(S(=O)(=O)N2CCOCC2)cc1NC(=O)C1CSC2(C)CCC(=O)N12 (centres undefined)	-3	-4	6	97	-3.6	16	2	8	2	2
O=C(CSc1nnc2ccccn12)Nc1ccc2c(c1)OCCO2	-4	1	4	94	-2.6	-42	1	18	-6	-1
Cc1cc(C)c2c(=O)[nH]c(SCC(=O)N(C)C)nc2n1	4	2	10	101	-0.1	-34	1	2	-7	2
COC(=O)c1c(NC(=O)COc2ccc(Cl)cc2Cl)sc2c1CC(C)(C)NC2(C)C	-3	5	-16	99	-1.9	2	14	3	-2	-12
Cc1cc(NC(=O)CCC(=O)N(c2cccc(F)c2)C(C(=O)NC2CCCC2)c2ccncc2)no1 (centres undefined)	1	-4	1	91	-2.4	-18	-3	4	0	3
Cn1c(=O)c2c(ncn2CCOc2cccc(Br)c2)n(C)c1=O	10	6	17	98	-1.6	34	3	9	5	-1
O=C(NCc1ccc(F)cc1)c1cccc2c1C(=O)c1ccc(N3CCC(N4CCCCC4)CC3)cc1S2(=O)=O	7	2	-4	154	0.1	-4	6	-5	18	-8

Compound activity: PubChem BioAssay, several laboratories

These rows are one share of the data, so the mix of outcomes need not match the whole.
